GalR3 antag – antagonists of human GalR3. AID 651719. 360,000 compounds, 0.44% hits. inhibition, % at 3 µM. HEK293 GalR3-CNG cAMP membrane potential fluorescence; galR3 body fused to GalR1 C-terminus;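 active = inhibition above the screen-wide average plus 3 SD, cut at about 13% in these data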;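 note: forskolin and galanin both at EC90 stimulate the cells; cAMP rise reported by CNG channel membrane potential dye signal; 0% = forskolin plus galanin with DMSO and 100% = forskolin alone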
Target sequence (O60755 1-299 limits assumed): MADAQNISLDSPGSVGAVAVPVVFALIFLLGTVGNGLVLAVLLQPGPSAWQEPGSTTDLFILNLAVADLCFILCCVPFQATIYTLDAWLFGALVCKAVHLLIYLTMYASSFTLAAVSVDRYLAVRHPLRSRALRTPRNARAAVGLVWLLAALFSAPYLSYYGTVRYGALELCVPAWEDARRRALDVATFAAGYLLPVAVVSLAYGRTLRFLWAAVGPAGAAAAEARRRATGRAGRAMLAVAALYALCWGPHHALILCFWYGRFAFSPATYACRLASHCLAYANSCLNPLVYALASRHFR
The depositor's hits bear a star. Only part of the results is shown; count on the stated rates, not on these rows.

SMILES	GalR3 antag
c1coc(-c2cc3nc(NCc4ccc5c(c4)OCO5)ccn3n2)c1	-6
COc1ccc(-c2nc3c4ccccc4ccn3c2Cc2cccc(F)c2)cc1OC	-5
CC(C)c1ccc(NC(=O)Nc2nc(C(C)N)cs2)cc1 (centres undefined)	-2
Cc1cc(Cl)ccc1C(O)c1ncc(-c2ccccc2Cl)[nH]1 (centres undefined)	-7
COc1ccc(C(NC(=O)C2CCN(Cc3cc(OC)cc(OC)c3)CC2)c2ccccn2)cc1 (centres undefined)	-6
CC1(C(=O)Nc2cccc3cccnc23)CCN1C(=O)CCC1CCCC1 (centres undefined)	-6
O=C(Cn1cc(-c2ccccn2)nn1)NS(=O)(=O)c1cccc(OC(F)F)c1	-4
CCCNC(=O)c1cc(C2CCCCN2S(=O)(=O)c2cn(C)cn2)on1 (centres undefined)	-6
CC(C)CC(N)c1csc(Nc2ccccn2)n1 (centres undefined)	-9
c1ccc(C[C@H]2COc3c4ccccc4nn32)cc1	-7
Cc1ccccc1S(=O)(=O)NC(=O)C1(C)CCN1C(=O)C1(c2ccccc2)CCCC1 (centres undefined)	-4
CC(CSC(=O)c1ccccc1)C(=O)N1c2ccccc2CC1C(=O)O (centres undefined)	-3
Nc1ccc(CNC(=O)c2cc3cc(Cl)ccc3nc2N)cc1	-3
COCc1cc(N2CCN(C(=O)OC(C)(C)C)C[C@H]2C)ccc1N1CCS(=O)(=O)CC1	-9
CCCCc1c(-c2ccccc2OC)ncn1Cc1ccccc1C	-8

Shown as labelled records: part of the list above.
COc1ccc(-c2nc3c4ccccc4ccn3c2Cc2cccc(F)c2)cc1OC
- GalR3 antag = -5

Nc1ccc(CNC(=O)c2cc3cc(Cl)ccc3nc2N)cc1
- GalR3 antag = -3

(further entries)
SMILES	GalR3 antag
OCCNc1ncnc2c1ncn2[C@H]1CN(C2CCCC2)C[C@@H](CO)O1	-4
COc1ccc(C(C(=O)Nc2c(C)cccc2C)N2CCN(C)CC2)cc1 (centres undefined)	-1
Cc1ccc(OC2CCN(C(=O)[C@H]3O[C@@H](n4cnc5c(N)ncnc54)[C@H](O)[C@@H]3O)CC2)cc1	-1
CCOC(=O)[C@]12CCCC=C1N(Cc1ccco1)C(=O)[C@H](CC(=O)N1CCN(C(=O)C3CC3)CC1)C2	-6
C[C@@H]1CN([C@@H](C)CO)C(=O)CCCn2cc(nn2)CO[C@H]1CN(C)C(=O)Nc1ccc(-c2cccs2)cc1	-5
C[C@H](c1ccccc1)N1C[C@H](COCc2ccccc2)Oc2cc(N3CCC[C@H]3C(N)=O)ccc2S1(=O)=O	0
COc1ccc(C(=O)c2[nH]c(N)c(C(=O)NCCc3c[nH]c4ccccc34)c2-c2ccccc2C(F)(F)F)cc1	-5
O=c1[nH]c(=S)[nH]c2c1C(c1ccc(F)cc1)OC(C1CCCCC1)C2 (centres undefined)	-8
CCNC(=O)C1(C)CCN(C(=O)c2cccc(OC(F)(F)F)c2)C1 (centres undefined)	-3
COC(=O)/C=C1\OCc2c(F)cccc21	-3
O=Cc1cc([B-](F)(F)F)cs1	-3
COCCCNC(=O)c1ccc2sc(C3=C[C@@H](O)[C@@H](O)[C@@H](CO)O3)nc2c1	-3
CN[C@H]1C[C@H]2c3cc(Oc4ccccc4C)ccc3CCN2C(=O)[C@H]1[C@H](C)O	-4
CC(C)CNC(=O)C1(C)CCCN1C(=O)C(C)(C)Oc1ccc(Cl)cc1 (centres undefined)	2
Cc1noc(C)c1-c1ccc(C(=O)NCCc2ccccc2)c2occc12	-9

14 entries from above in another layout:
| Molecule | GalR3 antag |
| --- | --- |
| COc1ccc(C(C(=O)Nc2c(C)cccc2C)N2CCN(C)CC2)cc1 (centres undefined) | -1 |
| Cc1ccc(OC2CCN(C(=O)[C@H]3O[C@@H](n4cnc5c(N)ncnc54)[C@H](O)[C@@H]3O)CC2)cc1 | -1 |
| CCOC(=O)[C@]12CCCC=C1N(Cc1ccco1)C(=O)[C@H](CC(=O)N1CCN(C(=O)C3CC3)CC1)C2 | -6 |
| C[C@@H]1CN([C@@H](C)CO)C(=O)CCCn2cc(nn2)CO[C@H]1CN(C)C(=O)Nc1ccc(-c2cccs2)cc1 | -5 |
| C[C@H](c1ccccc1)N1C[C@H](COCc2ccccc2)Oc2cc(N3CCC[C@H]3C(N)=O)ccc2S1(=O)=O | 0 |
| COc1ccc(C(=O)c2[nH]c(N)c(C(=O)NCCc3c[nH]c4ccccc34)c2-c2ccccc2C(F)(F)F)cc1 | -5 |
| O=c1[nH]c(=S)[nH]c2c1C(c1ccc(F)cc1)OC(C1CCCCC1)C2 (centres undefined) | -8 |
| CCNC(=O)C1(C)CCN(C(=O)c2cccc(OC(F)(F)F)c2)C1 (centres undefined) | -3 |
| COC(=O)/C=C1\OCc2c(F)cccc21 | -3 |
| O=Cc1cc([B-](F)(F)F)cs1 | -3 |
| COCCCNC(=O)c1ccc2sc(C3=C[C@@H](O)[C@@H](O)[C@@H](CO)O3)nc2c1 | -3 |
| CN[C@H]1C[C@H]2c3cc(Oc4ccccc4C)ccc3CCN2C(=O)[C@H]1[C@H](C)O | -4 |
| CC(C)CNC(=O)C1(C)CCCN1C(=O)C(C)(C)Oc1ccc(Cl)cc1 (centres undefined) | 2 |
| Cc1noc(C)c1-c1ccc(C(=O)NCCc2ccccc2)c2occc12 | -9 |

(cont.)
SMILES	GalR3 antag
CCCn1cnnc1CNC(=O)[C@H]1O[C@@H](n2ccc(N)nc2=O)[C@H](O)[C@@H]1O	0
OCc1ccc(-c2cccc3nccn23)cc1	-6
CC1(Cc2ccccc2C#N)C(=O)Nc2ccc(-c3ccccc3)cc21 (centres undefined)	3
CCCCOCCCNC(=O)C[C@@H]1C[C@@]2(C(=O)OC)CCCCC=C2N(Cc2cccc3ccccc23)C1=O	-2
CC(C)(C)S(=O)(=O)N1C[C@@H]2CC(=O)C=C2[C@H]1CCO	-5
COC(=O)c1ccc(N2C(c3cccc(OC)c3)=Cc3ccc(F)cc3C2c2c(C)[nH]c3ccccc23)cc1 (centres undefined)	-7
CCC(CC)C(C(=O)NCc1ccccc1)N1CCN(c2cccc(C)c2C)CC1 (centres undefined)	-4
CCNC(=O)C1(C)CCCN(C(=O)c2ccnc(Cl)c2)C1 (centres undefined)	-3
Cc1ccccc1CNC(=O)c1csc([C@@H]2O[C@H](CO)[C@@H](O)[C@H]2O)n1	-4
CCNC(=O)C1CCCN(C(=O)c2cc(OC)c(OC)c(OC)c2)CC1 (centres undefined)	8
Cn1ccc2c(-c3ccc(F)nc3)cc3c(c21)C1CCC3C1 (centres undefined)	-8
CCOc1ccc(CCN2C(=O)C(=O)N([C@@H](CC(C)C)CN3CCC[C@H]3CN3C(=O)C(=O)NC[C@@H]3CC(C)C)C[C@@H]2Cc2ccccc2)cc1	-6
CCOC(=O)C1(C)CCCN1C(=O)c1ccc(Cl)nc1 (centres undefined)	-7
COc1cc(F)ccc1-c1cc(C(=O)Nc2ccc(C)c(NS(C)(=O)=O)c2)[nH]n1	-7
CCc1nc2ccc(C(=O)N3CCN(S(=O)(=O)CC)CC3)cn2c1N(C)Cc1cccs1	-7
O=C(NCC[C@H]1CC[C@H](NS(=O)(=O)c2ccc(F)cc2)[C@@H](CO)O1)c1ccc2c(c1)OCO2	-3
COc1cc(CNc2ncnc3c2ncn3[C@H]2CN(CCc3ccccc3)C[C@@H](CO)O2)cc(OC)c1OC	-3
CCCCCNC(=O)C(CCc1ccccc1)n1c(=O)c(-c2cc3ccccc3[nH]2)nc2ccccc21 (centres undefined)	-4
C=CCCC1CN(Cc2ccc(OC)cc2)S(=O)(=O)c2c(cccc2N2CCCCC2)O1 (centres undefined)	0
CCOC1=C2CN(S(=O)(=O)c3ccc(C)cc3)[C@H](c3ccccc3)C[C@@H]2N(S(=O)(=O)c2ccccc2C)[C@H](c2ccccc2)C1	-6
COc1cc(C=C(OC(C)=O)c2ccc3c(c2)OCO3)cc(OC)c1OC	-4
Cc1ccc(S(=O)(=O)N2[C@@H](CCO)OC[C@H]2C(C)C)cc1	-6
CCOC(=O)[C@]12CCCC=C1N(CCc1ccc(OC)c(OC)c1)C(=O)[C@H](CC(=O)NCCCN1CCCC1=O)C2	-4
COc1cccc(-c2cnc3c(NC(C)=O)cc(-c4cccc(NS(C)(=O)=O)c4)cn23)c1	-6
Cc1ccc(N2CCN(C3C(=O)Nc4ccccc4-n4nnnc43)CC2)cc1 (centres undefined)	-4
Cc1ccc(CN2C(=O)CSCC2(C)C(=O)Nc2c(C)cccc2C)cc1 (centres undefined)	-5
Cc1cc(C)cc(CC(=O)N2CCC2(C)C(=O)NS(=O)(=O)Cc2ccccc2)c1 (centres undefined)	-5
COc1cccc(CNC(=O)[C@@H]2CCCN2C(=O)[C@@H]2CCCN2C(=O)c2cccc(Cl)c2)c1	0
N#CC(c1c(Cl)cccc1N1CCCCC1)N1CCCCC1 (centres undefined)	-1
COc1ccc(-c2oc3c(c2C(=O)OCCCO)C(OCCCCCO)CCC3)cc1 (centres undefined)	-6
CC(O)(c1cccc(F)c1)c1nc(-c2ccccc2)cs1 (centres undefined)	-2
C=CCN=C1NC(c2cccc(F)c2)C(C(=O)OC)=C(C)N1Cc1cccc(C(F)(F)F)c1 (centres undefined)	-10
Cc1cc(N2CCN(C(=O)OC(C)(C)C)C[C@H]2C)ccc1N1CCN(Cc2ccccc2)[C@@H](C)C1	-8
CC1(C(=O)Nc2ccc3c(c2)OCCO3)CSCC(=O)N1CC(F)(F)F (centres undefined)	-4
CC1(C(=O)NS(=O)(=O)c2ccc3ccccc3c2)CCN1C(=O)C1(c2ccc(Cl)cc2)CCC1 (centres undefined)	-2
Cc1cc(F)ccc1C(O)c1ncc(-c2ccc(Cl)cc2)[nH]1 (centres undefined)	-2
CC(C)CNC(=O)C1(C)CCCN1C(=O)Cc1cccc2ccccc12 (centres undefined)	-6
CCOC(=O)C1(C)CCN1C(=O)c1cc(C)oc1C (centres undefined)	-7
Oc1ccc2sc(-c3ccccc3O)c(-c3ccc(OCCN4CCCCC4)cc3)c2c1	-6
CCCCC[C@@H](C)N1C[C@@H](COCc2ccccc2)Oc2cc(N3CCC[C@H]3COC)ccc2S1(=O)=O	-2
CCOC(=O)C1=C(C(=O)OCC)C2N(Cc3ccc(C#N)cc3)c3ccccc3[C@@]23C[C@@H](C(=O)OC)N(S(=O)(=O)c2c(C)noc2C)C3=N1 (some centres undefined)	-3
COCCCN1C(=O)C(CC(=O)NCc2cccs2)CC(C(=O)N(C(C)C)C(C)C)=C1C (centres undefined)	-6
O=C(NCCc1ccccc1Cl)[C@@H]1CCCN1C(=O)[C@@H](NS(=O)(=O)c1ccc(F)cc1F)c1ccccc1	-5
CCN(CC)c1ncnc2c1ncn2[C@H]1CN(Cc2ccc(F)cc2)C[C@@H](CO)O1	-3
O=C(CSc1nc2ccc(Nc3nc(N4CCOCC4)nc(N4CCOCC4)n3)cc2s1)Nc1ccccc1	-2
COc1cccc(OC)c1OCCN1CCC(C(=O)NC(c2ccccc2)c2ncccc2C)CC1 (centres undefined)	-2
Cc1cc(N2CCN(C(=O)OC(C)(C)C)C[C@H]2C)ccc1N1C[C@@H](C)O[C@@H](C)C1	-6
OC(c1cc(F)cc(Cl)c1)c1ncc(-c2cccc(C(F)(F)F)c2)[nH]1 (centres undefined)	-5
Cc1cc2nc(-c3ccccc3)c(CC3CCCCC3)n2c(C)c1Br	-3
CCCNC(=O)c1cc(C2CCCN(C(=O)C3CC3)C2)on1 (centres undefined)	-4
CCNC(=O)c1cc2c(c(-c3cccc(-c4ccccc4F)c3)n1)[C@H](CCO)N(C(=O)CC)C2	-5
CC1(Cc2ccc(OC(F)(F)F)cc2)C(=O)Nc2c(Cl)ccc(Cl)c21 (centres undefined)	3
CCC(=O)N[C@@H]1CC[C@@H](CCNC(=O)Nc2ccc(F)cc2)O[C@@H]1CO	-3
Cn1nc(C(C)(C)C)cc1C(=O)N1CCCCC1c1cc(C(=O)Nc2ccc(F)c(Cl)c2)no1 (centres undefined)	-7
CCOC(=O)N(C)c1c(CC)nc2c(OCc3ccc(C(F)(F)F)cc3)cccn12	-9
CC(C)Cc1ccc(CN2C(C(C)C)C(=O)N(Cc3cn(CCC4OCCO4)nn3)CCS2(=O)=O)cc1 (centres undefined)	-6
COC(=O)C(C(=O)OC)c1ccccc1NS(=O)(=O)c1cccc2ccccc12	-6
CCOC(=O)[C@]12CCCC=C1N(Cc1ccccc1)C(=O)[C@H](CC(=O)N1CCCCCC1)C2	-9
CC(C)C[C@H]1CNC(=O)C(=O)N1C[C@@H]1CCCN1C[C@H](Cc1ccccc1)N1C[C@H](Cc2ccccc2)N(CCc2ccccc2)C(=O)C1=O	-2
CN(C)CCN1CCN(C2CN(Cc3cn(Cc4ccc(Cl)cc4)nn3)S(=O)(=O)C2)CC1 (centres undefined)	-1

The listing continues.
SMILES	GalR3 antag
Nc1ncnc2c1ncn2[C@@H]1O[C@H](C(=O)N2CCN(c3nc4ccccc4o3)CC2)[C@@H](O)[C@H]1O	0
COc1cccc(C(=O)N[C@@H](CC(C)C)C(=O)N2CCC[C@H]2C(=O)NCc2ccccc2)c1	-2
COc1ccccc1Cc1c(-c2ccco2)nc2cc(C)c(Br)c(C)n12	7
O=C1C(CCc2ccccc2)ON=C(c2cnccn2)N1Cc1ccc(F)cc1 (centres undefined)	5
COc1cccc(-c2cnc(C(O)c3cccc(F)c3)[nH]2)c1 (centres undefined)	-6
CCc1nc2ccc(C(=O)NCCN3CCNC3=O)cn2c1N(CCC(C)C)CCN(C)C	-4
C[C@@H]1CN(c2ccc(N3CCNC[C@@H]3C)cc2C#N)C[C@H](C)O1	-4
COC(=O)c1ccc2nc(-c3ccco3)c(Cc3ccccc3C(F)(F)F)n2c1	-6
O=C(N[C@H](C(=O)N1CCC[C@H]1C(=O)NCCc1ccccc1Cl)c1ccccc1)c1ccccc1	-8
CCCNC(=O)c1cc(C2CCCN(S(=O)(=O)c3cccc4cccnc34)C2)on1 (centres undefined)	-4
CN(Cc1ccccc1)C(=O)[C@@H]1CCCN1C(=O)[C@@H]1CCCN1C(=O)c1c(F)cccc1F	-7
Cc1cc(C)c(S(=O)(=O)N2C[C@H]3CON(C)[C@H]3C[C@H]2c2ccc(-n3ccnc3)cc2)c(C)c1	-6
O=C(NCc1ccco1)c1ccc(-c2ccc3nccn3c2)cc1	-6
